KCNQ1 pot: potentiates or activates the human KCNQ1 potassium channel; P51787; CHO-K1 KCNQ1, thallium flux FluxOR fluorescence; hits give high values; B-score at 10 µM; 0.35% of 310,000 active; AID 2648;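 active = fluorescence ratio B-score, a plate-corrected score, at least three library SD, with initial intensity B-score within 5 SD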
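Assay system: stable KCNQ1 CHO-K1 line; medium: assay buffer, equal DMSO in all wells; timing: 90 min dye loading and 20 min compound exposure, both at room temperature; technique: kinetic FluxOR thallium fluorescence, 10-s 1-Hz baseline, 110-s post-stimulus read; read-out basis: B score of baseline-normalized fluorescence ratio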
KCNK3 inh: human KCNK3 channel inhibition, primary screen | O14649 | B-score at 10 µM | AID 602410 | CHO-KCNK3 thallium flux, FluxOR fluorescence; hits give low values | 0.84% of 340,000 active;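 active = B-score under library mean minus 4 SD, starting fluorescence ratio at most library mean plus 5 SD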;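 note: more negative B-score means stronger inhibition of thallium flux through KCNK3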
Target sequence (O14649 whole entry, looked up): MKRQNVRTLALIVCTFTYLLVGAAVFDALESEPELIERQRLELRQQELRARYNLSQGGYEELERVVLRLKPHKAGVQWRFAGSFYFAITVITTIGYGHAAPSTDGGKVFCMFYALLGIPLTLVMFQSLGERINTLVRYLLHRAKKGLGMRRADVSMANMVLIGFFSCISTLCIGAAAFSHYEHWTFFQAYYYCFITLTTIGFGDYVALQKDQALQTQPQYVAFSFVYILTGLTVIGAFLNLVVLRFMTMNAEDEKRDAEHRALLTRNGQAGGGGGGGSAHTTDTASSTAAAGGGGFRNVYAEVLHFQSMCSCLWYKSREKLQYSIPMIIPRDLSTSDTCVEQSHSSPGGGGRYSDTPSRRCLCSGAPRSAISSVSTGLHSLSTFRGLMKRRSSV
DYRK1A inh: blocks rat Dyrk1A kinase activity; 0.43% of 310,000 active; inhibition, % at 12.5 µM; AID 504441; ADP-Glo luminescence, NFATc1 peptide; Q63470; in the data active = inhibition above about 50%;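 note: plate controls were vehicle with enzyme for no effect and no enzyme for full effect; many of its hits are not listed in these tables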
Platelet DG rel: platelet dense granule release activity | 0.22% of 300,000 active | inhibition, %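 (compounds screened at 7.5 µM in platelet-rich plasma)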 | human platelet-rich plasma, SFLLRN dense granule ATP release, luminescence;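 active = mean replicate score, as percent of positive control, at or above 50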
KCNK9 block: inhibitors of human KCNK9 two-pore domain potassium channel. Q9NPC2. B-score at 10 µM. AID 488922. 1.2% of 310,000 active. HEK293 KCNK9, FluxOR thallium flux fluorescence; hits give low values;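 active = ratio B-score over 3 SD below the library mean, with starting fluorescence within 5 SD of its mean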;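 note: negative B-score means less thallium flux so channel inhibition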
Target sequence (Q9NPC2 whole entry, looked up, the tested form may be a part): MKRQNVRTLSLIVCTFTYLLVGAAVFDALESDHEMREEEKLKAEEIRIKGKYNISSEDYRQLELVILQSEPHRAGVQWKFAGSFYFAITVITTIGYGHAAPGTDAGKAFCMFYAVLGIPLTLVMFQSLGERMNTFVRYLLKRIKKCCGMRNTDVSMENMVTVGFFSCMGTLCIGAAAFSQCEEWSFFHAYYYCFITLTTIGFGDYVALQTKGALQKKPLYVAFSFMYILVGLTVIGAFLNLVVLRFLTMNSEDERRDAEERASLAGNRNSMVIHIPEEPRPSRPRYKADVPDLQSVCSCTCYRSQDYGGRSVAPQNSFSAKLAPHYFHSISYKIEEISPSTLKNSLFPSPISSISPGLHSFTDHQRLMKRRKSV
TRPC4 potent: allosteric potentiators of mouse TRPC4 channel | Q9QUQ5 | HEK293 TRPC4beta/mu-opioid, DAMGO EC20, Fluo-4 Ca2+ flux; hits give high values | AID 2227 | B-score at 10 µM | 0.42% of 310,000 active;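 active = B-score of calcium response area above 5 SD of library B-scores, with initial fluorescence ratio within 5 SD of library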;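 note: B-score of integrated fluorescence ratio over time as area under calcium response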
TRPC4 act: opens the mouse TRPC4 cation channel; HEK293 TRPC4beta/mu-opioid, Fluo4 calcium fluorescence; hits give high values; B-score at 10 µM; 0.49% of 310,000 active;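 active = B-score above 5 SD of library B-scores, and initial fluorescence ratio not above library mean plus 5 SD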;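 note: positive B-score marks a calcium rise read as TRPC4 activation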
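system = HEK293 cells stably co-expressing mouse TRPC4beta and mu-opioid receptor | schedule = Fluo4 dye loading 45 min at room temperature, 110 s recording | measure = B-scored integrated calcium fluorescence ratio | signal = Fluo4 calcium-sensitive dye fluorescence, kinetic, 1 Hz baseline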
hERG protect: hERG (human) protection from proarrhythmic block; Q12809; CHO-hERG, FluxOR thallium flux, dofetilide IC70 present; activation (rescue from dofetilide block), less the hit threshold, % at 10 µM; 0.51% of 310,000 active;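 active = activation above the mean of controls blocked by dofetilide plus 5 SD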;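 note: thallium influx through hERG after potassium depolarization seen as dye fluorescence rise; in these data hits start at about 4.7%; inactives centre near -7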
TRPC4 inh: blocks the mouse TRPC4 cation channel. Q9QUQ5. HEK293 TRPC4beta/mu-opioid, DAMGO-evoked Fluo4 calcium flux; hits give low values. B-score at 10 µM. 0.39% of 300,000 active. AID 2247;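 active = B-score over 3 SD under the library average, no early fluorescence shift, positive overall ratio signal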
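Assay system: HEK293 cells with stable TRPC4beta plus mu-opioid receptor expression; Probe or stimulus: DAMGO in two steps, submaximal then maximal; Dosing: single-point compound dosing; Measured by: Fluo4 calcium-dye fluorescence, kinetic read; Read-out basis: B score from integrated Fluo4 fluorescence ratio.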
PolyA inhibitor: inhibitors of polyadenylation in S. cerevisiae; S. cerevisiae SKY197-pL101 polyadenylation reporter, beta-gal luminescence; efflux-impaired pdr1/pdr3 knockout yeast; score 100 = 6 SD above DMSO; calls only at 12 µM; 0.02% of 300,000 active;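 active = lowest replicate activity score at least 50, where 100 means six control SD above control mean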;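 note: yeast exposed to compound for 9 h at 30 °C; higher score means more reporter readthrough which indicates perturbed polyadenylation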
KCNQ1 block: inhibitors of human KCNQ1 potassium channel; CHO-K1 KCNQ1, FluxOR thallium flux fluorescence; hits give high values; B-score at 10 µM; 1.3% of 310,000 active;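 active = compounds whose thallium flux B-score, printed positive for inhibition, exceeds three library SD while starting fluorescence stays within three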;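 note: channel opened by potassium depolarization with thallium stimulus after 20 min compound exposure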
The depositor's hits bear a star; i = inactive; / = not tested or not shown. Not all compounds are listed; rates above refer to the full screens.

SMILES	KCNQ1 pot	KCNK3 inh	DYRK1A inh	Platelet DG rel	KCNK9 block	TRPC4 potent	TRPC4 act	hERG protect	TRPC4 inh	PolyA inhibitor	KCNQ1 block
Cc1cccc(NC(=O)CCN2C(=O)c3ccccc3C2=O)c1	i	i	/	10.4	i	i	i	-0.6	i	i	i
Cc1cc(=O)n2[nH]c(-c3ccco3)nc2n1	i	i	0.0	1.4	i	i	i	-3.3	i	i	i
O=C(Nc1cc(Cl)ccc1O)C1CC(c2ccccc2Cl)=NO1 (configuration not stated)	i	i	/	0.1	i	i	i	3.3	i	i	i
CCOc1ccc(NC(=O)c2cnccn2)cc1	i	i	-4.7	6.2	i	i	i	-8.8	i	i	i
COC(=O)[C@H]1[C@H]2C[C@H]3c4[nH]c5ccccc5c4CCN3C[C@H]2CC[C@@H]1O	i	i	1.4	0.7	i	i	i	-5.4	i	i	i
CN(/N=C/c1c[nH]c2ccccc12)c1cnn(-c2ccc(F)c(Cl)c2)c(=O)c1Cl	i	i	11.0	2.2	i	i	i	-11.3	i	i	i
O=C1c2ccccc2C(=O)C1c1ccc(Br)cc1	i	i	0.0	1.5	i	i	i	-4.1	i	i	i
C=CCNC(=O)CC(=O)N/N=C/c1cccc(Br)c1	i	i	1.2	6.7	i	i	i	-3.6	i	i	i
CCN(CC)S(=O)(=O)c1ccc(NC2c3ccccc3C(=O)N2c2ccc(C)cn2)cc1 (configuration not stated)	i	i	4.5	1.1	i	i	i	-5.5	i	/	i
COc1ccc(CN2CCC(N3CC(C)OC(C)C3)CC2)c(OC)c1 (configuration not stated)	i	i	-4.3	-3.5	i	i	i	-5.1	i	i	i
CCSc1ccccc1C(=O)N1CCN(c2ccccc2F)CC1	i	i	5.9	-4.0	i	i	i	-13.9	i	i	i
O=C(Nc1nc(-c2ccccc2)c(-c2ccccc2)s1)c1ccc(S(=O)(=O)N2CCCCC2)cc1	i	i	-5.6	-6.8	i	i	i	-7.9	i	i	i
O=C(CSC(=S)N1CCOCC1)N1N=CCC1c1ccccc1 (configuration not stated)	i	i	0.8	1.5	i	i	i	-10.1	i	i	i
COc1ccc(C)cc1-n1c(SCC(=O)NCC2CCCO2)nc2c([nH]c3ccccc32)c1=O (configuration not stated)	i	i	6.7	-12.7	i	i	i	-8.2	i	i	i
O=C(CC1SC(=Nc2ccc(OC(F)F)cc2)N(CCC2=CCCCC2)C1=O)Nc1ccccc1F (configuration not stated)	i	i	-0.6	-18.2	i	i	i	-7.4	i	i	i
Cc1sc(NC(=O)C2C3CCC(O3)C2C(=O)O)c(C(=O)OC(C)C)c1-c1ccc(Cl)cc1 (configuration not stated)	i	i	/	1.6	i	i	i	-7.8	i	i	i
Cc1ccccc1NC(=S)NNC(=O)c1ccco1	i	i	-5.2	-11.3	i	i	i	-4.6	i	i	i
N#CC1=C(N)Oc2cc(O)c(Cl)cc2C1c1ccccc1F (configuration not stated)	i	i	18.8	6.4	i	i	i	-46.0	i	i	14*
CCOC(=O)N1CCN(C(=O)Cn2nc(C)n3nc(-c4ccc(CC)cc4)cc3c2=O)CC1	i	i	3.4	4.0	i	i	i	-8.0	i	i	i
COc1cc(CNCCc2ccccc2)cc(Br)c1OCC(=O)Nc1ccccc1C	i	i	1.9	1.5	i	i	i	-32.5	i	i	9*
CC(/C=C1\SC(=S)N(NC(=O)c2ccncc2)C1=O)=C\c1ccccc1	i	i	-4.8	-11.8	i	i	i	-13.4	i	i	i
COc1ccccc1CNC(=O)CCc1nnc2ccc(NCCCN3CCCC3=O)nn12	i	i	7.3	-19.2	i	i	i	-1.6	i	i	i
O=C1CC(C(=O)Nc2ccccc2C(=O)O)C(c2ccccc2)O1 (configuration not stated)	i	i	5.8	-2.2	i	i	i	-9.2	i	i	i
c1ccc2c(c1)nc(-c1ccncc1)n2CCNc1nc(CN2CCCCC2)cs1	i	i	4.4	-11.0	i	i	i	-9.2	i	i	i
Cn1c(=NC(=O)CCl)sc2ccccc21	i	i	/	5.9	i	i	i	-2.8	i	i	i
Cc1ccc2oc(=O)n(Cc3ccccc3)c2c1	i	i	-2.7	0.2	i	i	i	-5.0	i	i	i
O=C(NN=C1CCCCCC1)c1ccc2c(c1)OCO2	i	i	-2.6	4.8	i	i	i	3.7	i	i	i
CCOC(=O)Cc1nnc(NC(=O)CSc2nnc3c(n2)[nH]c2ccccc23)s1	i	i	-1.1	1.8	i	i	i	-11.1	i	i	i
CCc1nnc(SCC(=O)Nc2ccc(N3CCOCC3)cc2)o1	i	i	7.8	-17.8	i	i	i	-4.4	i	i	i
CC(=O)Nc1cccc(C(=O)N/N=C/c2ccc(C)o2)c1	i	i	0.2	1.5	i	i	i	-2.5	i	i	i
C/C(=N/NC(=O)c1ccc(C)s1)c1cccc(NC(=O)COc2ccc(Cl)cc2Cl)c1	i	i	-0.7	2.2	i	i	i	-8.7	i	i	i
COCOc1ccc(/C=C/C(=O)c2c(O)cc(OCOC)cc2OCOC)cc1	i	/	/	2.9	i	i	i	-4.6	i	i	i
CC(C)N1C[C@@]23C=C[C@@H](O2)C(C(=O)OCc2ccccc2)[C@H]3C1=O (some centres not stated)	i	i	1.5	56.3*	i	i	i	-6.5	i	i	i
CCOc1ccc(NC(=S)NC(=O)c2c(Cl)c(C)nn2C)c([N+](=O)[O-])c1	i	i	2.5	-4.8	i	i	i	-7.3	i	i	i
Cc1ccc(OCC(=O)NCC(=O)n2nc(C)cc2C)cc1	i	i	-5.2	-3.2	i	i	i	-2.9	i	i	i
Cc1occc1C(=O)N1CCN(c2ncccn2)CC1	i	i	-2.6	1.2	i	i	i	-3.7	i	i	i
Cc1cccc(N(CC(=O)NCC2CCCO2)C(=O)CCC(=O)Nc2cc(C)on2)c1 (configuration not stated)	i	i	-7.1	-5.2	i	i	i	-9.3	i	i	i
CCOc1ccc(N(CC(=O)NCc2ccc(F)cc2)C(=O)CCC(=O)Nc2nccs2)cc1	i	i	-3.3	-2.9	i	i	i	-9.7	i	i	i
Cc1ccc(NC(=S)NC(=O)c2ccc(-c3ccccc3)cc2)c(C)c1	i	i	3.8	5.7	i	i	i	-1.3	i	i	i
CCCCN(CC)C(=O)Cn1cnc2ccc(S(=O)(=O)N3CCC(C)CC3)cc2c1=O	i	i	4.6	-25.7	i	i	i	-8.3	i	i	i
Cc1ccccc1NC(=O)CSCc1nc(N)nc(Nc2ccccc2C)n1	i	i	1.4	-0.7	i	i	i	-4.0	i	i	i
COc1ccc(S(=O)(=O)Nc2c(C)n(C)n(-c3ccccc3)c2=O)cc1	i	i	-1.6	-3.8	i	i	i	-10.5	i	i	i
O=C(Cc1ccc(Cl)c(Cl)c1)Nc1cccc(S(=O)(=O)N2CCOCC2)c1	i	i	/	-2.2	i	i	i	-19.5	i	i	i
O=C(CN1CCCC1)Nc1ccccc1Sc1ccc(Cl)cc1	i	i	1.7	13.2	i	i	i	-12.4	i	i	i
COc1ccc(/C=N/N=C2/C(=O)Nc3ccccc32)cc1O	i	i	-1.8	4.1	i	i	i	-6.6	i	i	i
Cc1cc(Br)cc(Cl)c1OC(=O)c1cnccn1	i	i	-1.4	-24.6	i	i	i	-4.6	i	i	i
CCOC(=O)c1cnc2ccc(OCC)cc2c1N1CCN(c2ccccc2)CC1	i	i	12.3	-1.8	i	i	i	-7.5	i	i	i
CCN(CC)C(=O)c1ccccc1NS(C)(=O)=O	i	i	-1.7	-4.3	i	i	i	-6.2	i	i	i
COc1ccc(C2CC(=O)C(C=NCCN3CCOCC3)=C(O)C2)cc1 (configuration not stated)	i	i	0.7	-2.6	i	i	i	-6.2	i	i	i
CCC(CC)C(=O)c1c[nH]c(C(=O)NCc2cccs2)c1	i	i	-3.7	-2.2	i	i	i	-7.5	i	i	i
O=C1CCc2cc(S(=O)(=O)N3CCN(c4ccccc4F)CC3)ccc2N1	i	i	-0.7	-6.7	i	i	i	-3.7	i	i	i
O=C1c2oc3ccc(Cl)cc3c(=O)c2C(c2ccco2)N1CCN1CCOCC1 (configuration not stated)	i	i	1.2	-1.9	i	i	i	-12.1	i	i	i
C=CCn1c(CCCNC(=O)CCC)nc2ccccc21	i	i	-6.2	8.5	i	i	i	3.8	i	i	i
CCOC(=O)N/N=C1\CCc2ccccc21	i	i	1.2	16.4	i	i	i	-2.5	i	i	i
Cc1nc(SC(C(N)=O)c2ccccc2)c(C#N)c(C)c1C (configuration not stated)	i	i	/	3.7	i	i	i	-7.5	i	i	i
N#CCC(=O)N/N=C/c1c(-c2ccccc2)n(-c2ccccc2)c2ccccc12	i	-9.63*	-2.9	-2.3	i	i	i	-7.4	i	i	i
CC(=O)Sc1nc(-c2ccccc2)[nH]c1S(=O)(=O)c1ccc(C)cc1	i	/	/	1.7	i	i	i	-7.3	i	i	10*
CCOC(=O)CCc1c(C)nc(SCCN2CCCC2)c(C#N)c1C	i	i	2.6	0.5	i	i	i	-12.8	i	i	i
CSCCC(NC(N)=O)C(=O)N(C)CC(=O)Nc1ccc(C)cc1 (configuration not stated)	i	i	2.7	0.0	i	i	i	-11.3	i	i	i
CCOc1ccc(N2C(=O)CC(SCC(=O)O)C2=O)cc1 (configuration not stated)	i	i	/	12.1	i	i	i	-2.8	i	i	i
Next section
SMILES	KCNQ1 pot	KCNK3 inh	DYRK1A inh	Platelet DG rel	KCNK9 block	TRPC4 potent	TRPC4 act	hERG protect	TRPC4 inh	PolyA inhibitor	KCNQ1 block
Cc1ccccc1OCCn1cnc2cc([N+](=O)[O-])ccc2c1=O	i	i	-2.8	0.0	i	i	i	-21.1	i	i	i
O=C(c1ccc(NC(=O)C2(c3ccccc3)CCOCC2)cc1)N1CCOCC1	i	i	1.6	-1.7	i	i	i	-8.0	i	i	i
COc1cccc(OCC(=O)Nc2c3c(nn2-c2ccccc2)CS(=O)(=O)C3)c1	i	i	7.0	5.4	i	i	i	-11.4	i	i	i
CCN(CC(=O)Nc1ccc(N2CCOCC2)cc1)Cc1nc2ccccc2c(=O)[nH]1	i	i	-1.9	17.6	i	i	i	-2.1	i	i	i
Cc1ccc(-c2nn(C(C)(C)C)c3ncnc(NS(=O)(=O)c4ccc([N+](=O)[O-])cc4)c23)cc1	i	i	5.0	2.5	i	i	i	-10.6	i	i	i
N=c1c(S(=O)(=O)c2ccccc2)cc2c(=O)n3ccccc3nc2n1CCCN1CCOCC1	i	i	2.5	-21.3	i	i	i	-5.3	i	i	i

From PubChem
